High-throughput results (PubChem)
ABCB6 inh MLPCN – human ABCB6 transporter inhibition | actives 0.19% (n = 360,000) | Q9NP58 | K562-ABCB6 porphyrin accumulation, flow cytometry, 1 h; stronger effect = lower value | fluorescence ratio to DMSO, % at 10 µM;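 active = fluorescence ratio to DMSO below 75%, the collection mean minus 3 SD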;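 note: signal is porphyrin accumulated inside mitochondria; 100% equals median channel fluorescence of DMSO control wells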
Target sequence (Q9NP58 whole entry, looked up): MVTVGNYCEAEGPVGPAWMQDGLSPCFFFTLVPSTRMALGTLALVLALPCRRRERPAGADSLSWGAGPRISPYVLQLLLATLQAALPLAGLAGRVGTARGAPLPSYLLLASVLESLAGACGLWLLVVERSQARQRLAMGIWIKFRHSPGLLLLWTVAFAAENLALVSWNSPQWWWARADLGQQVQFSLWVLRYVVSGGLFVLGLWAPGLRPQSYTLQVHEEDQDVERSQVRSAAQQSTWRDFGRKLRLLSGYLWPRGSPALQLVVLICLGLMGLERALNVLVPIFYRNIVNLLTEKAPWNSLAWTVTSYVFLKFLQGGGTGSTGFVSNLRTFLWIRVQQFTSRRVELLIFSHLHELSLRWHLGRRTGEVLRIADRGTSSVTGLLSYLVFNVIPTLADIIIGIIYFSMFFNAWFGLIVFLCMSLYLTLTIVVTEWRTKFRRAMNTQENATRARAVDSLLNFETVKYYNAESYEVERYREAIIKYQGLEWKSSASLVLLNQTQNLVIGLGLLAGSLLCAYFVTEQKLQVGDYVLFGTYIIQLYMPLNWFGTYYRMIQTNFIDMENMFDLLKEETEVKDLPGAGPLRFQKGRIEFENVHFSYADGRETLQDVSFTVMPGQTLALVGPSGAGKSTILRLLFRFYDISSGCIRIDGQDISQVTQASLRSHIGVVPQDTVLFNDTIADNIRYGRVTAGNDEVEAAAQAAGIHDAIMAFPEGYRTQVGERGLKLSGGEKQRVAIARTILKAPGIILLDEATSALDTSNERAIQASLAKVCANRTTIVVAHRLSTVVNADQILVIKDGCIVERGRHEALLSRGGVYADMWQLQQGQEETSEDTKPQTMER
PDI turbidity – blocks human protein disulfide isomerase activity | P07237 | PDI insulin aggregation turbidity, A650, 90 min | inhibition, % at 10 µM | actives 0.052% (n = 350,000) | AID 588391;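 active = mean inhibition across replicates of 30% or more, whatever share of single replicates reach that level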;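 note: absorbance from insulin aggregation driven by PDI reduction with DTT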
Exocytosis inh – blocks lytic granule exocytosis; actives 0.66% (n = 360,000); AID 651702; inhibition, % at 10 µM; TALL-104 LAMP-1 surface exposure, flow cytometry; cells stimulated with thapsigargin and PMA;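 active = inhibition above about 55%, limit read from the data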
MC4R antag cAMP – human MC4R antagonism in cAMP assay | P32245 | actives 0.48% (n = 360,000) | MC4R-expressing cells, MTII-stimulated cAMP, LANCE TR-FRET | AID 540295 | inhibition, % at 6.5 µM;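 active = inhibition above its plate's cutoff, the mean of tested wells on that plate plus 3 SD, cut at about 29% in these data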;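 note: 0% = Melanotan II alone and 100% = Melanotan II plus saturating MCL0020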
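Material: human MC4R-expressing U2OS cells. Probe or stimulus: Melanotan II challenge. Dosing: 6.5 µM single dose. Times: 30-min compound, 1-h challenge, 1-h detection, room temperature. Technique: TR-FRET with Eu-cAMP and labeled anti-cAMP, 671 nm. Replication: singlicate.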
MC4R ag barr – agonists of human melanocortin 4 receptor (MC4R) beta-arrestin. U2OS MC4R beta-arrestin complementation, luminescence; percent of melanotan II response, DMSO zero. activation, % at 8.9 µM. actives 0.98% (n = 360,000). AID 540308;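 active = activation above a per-plate cutoff, the mean activation of sample wells on that plate plus 3 SD, cut at about 8% in these data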
CaV13 FRET inh – Primary screen for inhibitors of IQ motif and Ca2+-dependent inactivation inhibitor domain binding in CACNA1D, Förster resonance energy transfer in living cells, …; actives 0.098% (n = 340,000); AID 743397; HEK cells, CFP/YFP FRET ICDI-IQ, plate reader, 10 min; percent FRET-ratio fall versus neutral wells; inhibition, % at 12.3 µM;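 active = mean replicate inhibition of at least 30% and at least 1% of replicates passing that level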;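 note: 0% = median of the neutral control wells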
Glyco luc inh – N-linked glycosylation inhibition | D54 ERlucT glycosylation luciferase reporter, 24 h; percent of 100 nM tunicamycin response | reporter increase, % at 12.5 µM | actives 0.23% (n = 360,000);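 active = mean luciferase reporter signal, scaled so untreated is 0 and the glycosylation-blocking control 100, at or above a set limit in every replicate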;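 note: luciferase carries N-glycosylation sites so blocking glycosylation raises the light; 0% = median of neutral control wells and 100% = median of 100 nM tunicamycin wells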
m5-HT2A agonist – activates the mouse 5-HT2A serotonin receptor | P35363 | CHO-K1 mHTR2A beta-arrestin complementation, luminescence; percent of 30 µM serotonin response | activation, % at 7.6 µM | actives 0.66% (n = 360,000) | AID 624169;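 active = activation above a run cutoff, the mean activation of all tested compounds plus 3 SD, cut at about 14% in these data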;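 note: 0% = plate median of compound wells and 100% = 30 µM serotonin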
ABHD5-PLIN5 inh – blocks binding of human ABHD5 to perilipin-5; Q00G26+Q8WTS1; Split G. princeps luciferase complementation, luminescence, 4 h; inhibition, % at 4 µM; actives 0.78% (n = 360,000);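 active = inhibition above the mean inhibition across every tested compound plus 3 SD, cut at about 22% in these data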;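 note: 0% = DMSO only wells and the 100% control is not disclosed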
Cardio protect – myocardial damage modulation in H9c2 cells; H9c2 cardiomyocytes, H2O2 injury protection, ATPLite, 2 h; protection from H2O2 cell death, % at 20 µM; actives 0.63% (n = 360,000);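 active = compounds giving at least 50% protection of heart cells from peroxide-induced death in the single-dose screen, raw or plate-pattern-corrected value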;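 note: 0% = DMSO wells with peroxide and 100% = DMSO wells without peroxide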
* = called active by the depositor; · = not tested or not shown. Hits appear at their usual frequency. About 4.2% of those tested had a hit in this group.

The line under a structure holds: ABCB6 inh MLPCN	PDI turbidity	Exocytosis inh	MC4R antag cAMP	MC4R ag barr	CaV13 FRET inh	Glyco luc inh	m5-HT2A agonist	ABHD5-PLIN5 inh	Cardio protect
(1) C[C@@H](NC(=O)[C@@H]1CCCN1C(=O)[C@@H]1CCCN1C(=O)c1cccs1)c1ccccc1
    95	·	2	·	·	-5	·	3	5	·
(2) COc1ccc(CNC(=O)CSc2nc3ccc(N)cc3s2)cc1
    97	-3	0	3	-3.0	-4	-1	0	-3	-3
(3) O=C(Nc1cccc(-c2ccc(F)cc2)c1)C1CCCN(Cc2cccnc2)C1 (configuration not stated)
    101	14	1	-1	-2.3	·	0	-2	7	-2
(4) Cc1nnc(NC(=O)C(C)Sc2nnc(-c3ccco3)n2C(C)C)s1 (configuration not stated)
    90	-4	-8	14	0.3	-7	2	4	0	0
(5) CCOc1ccccc1NC(=O)COC(=O)c1cc(C(=O)OC)cc([N+](=O)[O-])c1
    100	-11	1	8	0.3	-2	0	5	4	6
(6) COc1cc(/C=C2\SC(=S)N(CCC(=O)Nc3ccccc3O)C2=O)cc(OC)c1OC
    98	1	10	6	-1.0	-5	-1	-4	-6	13
(7) COCCCNC(=O)/C(C#N)=C/c1c(N2CCN(c3ccccc3)CC2)nc2ccccn2c1=O
    96	6	15	14	-0.3	-1	0	-3	5	18
(8) O=C(NCC1CCCO1)c1ccc(COc2ccc(Br)cc2)cc1 (configuration not stated)
    96	8	-2	9	-0.2	-9	-4	-7	-8	-17
(9) O=C(NC12CC3CC(CC(C3)C1)C2)N1CCN(c2nc(-c3ccccc3)cs2)CC1
    98	-11	8	9	0.7	·	0	7	0	-13
(10) Cc1ccc(NC(=O)c2ccccc2NS(=O)(=O)c2ccc(F)cc2)cc1S(=O)(=O)N1CCCCC1
    105	-18	8	17	1.3	-15	-4	2	-10	-18
(11) CCOc1ccc(/C=C/C(=O)OCC(=O)Nc2cccc(S(=O)(=O)N3CCCC3)c2)cc1
    95	5	4	1	-0.8	-3	-1	0	-7	-13
(12) CCOc1ccc(NC(=O)Nc2cc(C(C)C)ccc2C)cc1
    92	3	-10	2	-0.3	-4	6	2	4	-1
(13) O=c1[nH]c(C2CC2)nc2sc3c(c12)CCCC3
    100	11	-1	6	0.3	-7	-1	0	3	4
(14) CC1(C(=O)NS(=O)(=O)c2ccc(Cl)s2)CCN1C(=O)Cc1ccc(Cl)cc1Cl (configuration not stated)
    100	-24	2	4	-0.2	-7	1	0	-5	4
(15) COCCN(C(=O)CSc1nnc(-c2ccc(F)cc2)n1N)c1c(N)n(CC(C)C)c(=O)[nH]c1=O
    105	2	-4	10	-0.3	-10	2	-4	-3	-4
(16) N#Cc1c(-c2ccco2)cc(-c2ccc(F)cc2)nc1N
    103	-4	0	6	0.7	·	-2	0	-1	8
(17) O=C(c1ccccc1)N1CCN(CC2CC=CCC2)CC1 (configuration not stated)
    104	3	-1	13	1.2	-5	-2	-2	2	-1
(18) O=C1CCC(C(=O)N2CCc3c(Cl)cccc3C2)CN1CCCN1CCOCC1 (configuration not stated)
    104	-4	7	9	-3.3	·	-2	11	-2	-2
(19) Cc1ccccc1-n1nnnc1SC(C)C(=O)NC1CCCc2ccccc21 (configuration not stated)
    98	-15	-2	-5	0.6	-2	-3	3	3	-1
(20) CC(C)c1ccc(C=NNc2ccc([N+](=O)[O-])cn2)cc1
    97	-14	3	-3	2.0	-8	-9	0	-6	-13
(21) CCN(C(=O)COC(=O)c1cc(S(=O)(=O)N(C)C)ccc1Cl)C1CCS(=O)(=O)C1 (configuration not stated)
    100	2	-1	-2	-0.2	·	1	-2	1	4
(22) CC(C)Oc1ccc2ccccc2c1C=O
    85	10	-1	-5	-2.4	0	2	2	-5	-4
(23) Cc1cccnc1NC(=O)CNC(=O)c1cccs1
    94	-8	-4	2	-2.8	-4	3	-4	8	0
(24) CC(C)(CN1CCN(C(c2ccccc2)c2ccccc2)CC1)NS(=O)(=O)c1ccccc1
    95	-4	10	12	0.4	-5	-4	-6	-5	-7
(25) Cc1ccc(C(=O)N2N=C(c3ccc(NS(C)(=O)=O)cc3)CC2c2cccs2)cc1 (configuration not stated)
    98	-8	-8	4	-1.3	-19	-3	1	-5	8
(26) O=c1n(CC2CO2)c(=O)n(CC2CO2)c(=O)n1CC1CO1 (configuration not stated)
    91	6	-19	2	-0.6	-6	9	0	4	-2
(27) COc1ccc(/C=C(\NC(=O)c2ccccc2)C(=O)NCCN2CCOCC2)cc1OC
    94	0	-9	1	-2.4	-3	3	-1	-1	2
(28) CC(Sc1nnnn1C)C(=O)Nc1ccccc1 (configuration not stated)
    98	1	1	20	-0.3	-3	0	1	0	4
(29) Cc1ccc(C(C[N+](=O)[O-])Sc2ccc(N)cc2)cc1 (configuration not stated)
    98	-4	10	-15	1.3	-14	6	-3	6	-13
(30) CCCCOCCCN1CC(=O)N2C(C)c3[nH]c4ccccc4c3C[C@H]2C1=O (some centres not stated)
    97	9	-2	-6	-1.0	-15	2	-1	-8	10
(31) COc1ccccc1-c1cnc(C(O)c2c(C)cc(C)cc2C)[nH]1 (configuration not stated)
    98	9	-3	7	-0.4	-7	1	7	0	-1
(32) COCCNC(=O)c1ccc2c(c1)CCN2S(C)(=O)=O
    98	-10	0	15	-2.5	-5	1	0	6	6
(33) COC(=O)[C@H](Cc1ccccc1)NC(=O)Nc1ccc(S(N)(=O)=O)cc1
    98	-3	9	5	3.3	-6	1	0	-4	-8
(34) CC(C)(C)N=Cc1cc(-c2ccccc2)sc1O
    83	7	-3	4	-2.1	·	0	-11	2	1
(35) COCCCNC(=O)c1c(N)n(-c2cccc(S(N)(=O)=O)c2)c2nc3ccccc3nc12
    92	-3	-1	4	-1.9	·	1	1	7	15
(36) CCOc1ccc(NC(=O)c2cc(S(=O)(=O)N3CCCCC3)c[nH]2)cc1
    96	5	5	4	-2.1	-6	-4	-2	-2	-19
(37) Cc1ccc(OCc2nnc(SCC(=O)N3c4ccccc4Sc4ccc(Cl)cc43)o2)cc1
    97	-11	-2	5	-0.6	-2	-6	-4	-1	-5
(38) O=C(COC(=O)c1ccc(S(=O)(=O)N2CCCC2)cc1)Nc1ccc(N2CCOCC2)cc1
    100	-8	0	5	-0.8	-3	1	-3	1	14
(39) COc1ccc(CNC(=O)COC(=O)c2cc(-c3ccc(Cl)s3)nc3ccccc23)cc1
    115	0	-1	0	9.2*	·	1	2	-7	15
(40) O=C(COC(=O)CCc1nc2ccccc2s1)Nc1cccc(S(=O)(=O)N2CCOCC2)c1
    102	5	9	6	-1.2	-5	2	0	-2	1
(41) CC(C)c1onc(C(=O)N2CCC(C(N)=O)CC2)c1[N+](=O)[O-]
    95	2	-3	-5	-0.1	-6	0	2	-7	-2
(42) CC(C)CC(NS(=O)(=O)OCC(Cl)(Cl)Cl)c1ccccc1 (configuration not stated)
    99	1	-8	-1	2.0	-10	-4	20*	-5	-16
(43) N#CCOC(=O)[C@H](Cc1c[nH]c2ccccc12)NS(=O)(=O)c1ccc(Cl)cc1
    95	18	57*	34*	1.1	-5	-1	6	4	-2
(44) Cc1ccc(S(=O)(=O)N2CCCC(C(=O)NCCC(C)C)C2)cc1 (configuration not stated)
    92	9	-1	6	-3.4	-1	1	-2	-2	1
(45) Cc1ccc2cc(COC(=O)c3ccco3)c(=O)[nH]c2c1
    99	6	4	-4	0.0	-5	3	4	1	6
(46) Cc1c(Br)c(C(F)(F)F)nn1CC(=O)NCCCn1ccnc1
    98	-4	1	4	-0.9	-7	2	7	3	-5
(47) CCCOC(=O)c1ccc(NC(=O)Oc2ccccc2)cc1
    93	13	0	-2	-1.1	-7	2	5	0	-10
(48) C[C@H](CO)N1C[C@H](C)[C@@H](CN(C)C(=O)Nc2ccccc2)Oc2c(NC(=O)Nc3ccc4c(c3)OCO4)cccc2C1=O
    99	-1	-1	7	0.8	-9	7	0	6	-1
(49) COc1ccccc1-c1ccc([C@@H]2C[C@H]3[C@H](CON3C)CN2C(=O)c2ccc(-c3ccccc3)cc2)cc1
    102	1	3	2	-0.4	-5	1	1	0	-3
(50) O=C(c1cnsn1)N1CCN(c2ccccc2)CC1
    97	-3	-2	-1	-1.0	·	1	-3	-5	-11

Remaining list, next part
The line under a structure holds: ABCB6 inh MLPCN	PDI turbidity	Exocytosis inh	MC4R antag cAMP	MC4R ag barr	CaV13 FRET inh	Glyco luc inh	m5-HT2A agonist	ABHD5-PLIN5 inh	Cardio protect
(51) CC1=C(C(=O)N(C(C)C)C(C)C)CC(CC(=O)NCCN2CCOCC2)C(=O)N1CCC1=CCCCC1 (configuration not stated)
    98	·	-2	·	·	-3	2	16*	0	3
(52) COC(=O)c1c(S(=O)(=O)N2CCOCC2)c(C)n(C)c1C
    95	-2	3	6	-2.1	-3	-1	7	3	3
(53) COc1ccc(C(C(=O)NCc2ccccc2)n2c(=O)c(-c3cc4ccccc4[nH]3)nc3ccccc32)cc1 (configuration not stated)
    ·	·	3	·	·	-19	·	-1	-1	·
(54) CCOC(=O)c1[nH]c(C)c(C(=O)c2cc(F)ccc2F)c1C
    101	-7	13	-27	-3.2	-3	18	-3	-2	-4
(55) Cn1cc(CNC(=O)C2CCC(=O)N(Cc3cccc(C(F)(F)F)c3)C2)cn1 (configuration not stated)
    99	-52	4	1	0.4	-6	3	-7	2	6
(56) Cc1ccc(S(=O)(=O)c2c(C)nn(C(C)(C)C)c2OC(=O)c2ccco2)cc1
    188	-9	5	4	0.2	-1	6	-5	-2	-13
(57) Cc1cccc(OC(=O)c2sc(Cl)nc2C)c1
    99	13	-5	32*	-2.2	-8	15	3	2	-4
(58) CCc1ccc2[nH]c3nc(SCC(=O)NNC(=O)c4ccc(C(C)(C)C)cc4)nnc3c2c1
    99	-15	0	1	1.4	-5	23	-1	1	2
(59) COCCn1c(SCC(=O)NC(=O)NCc2ccccc2)nc2ccccc2c1=O
    98	-17	0	5	-3.0	-6	1	-1	5	-8
(60) COc1ccc(-n2c(Cc3cccn3C)nnc2SCC(=O)Nc2cccc(NC(C)=O)c2)cc1
    80	0	1	6	3.4	·	1	-1	8	-6
(61) O=C(O)CCC(=O)N1CCN(c2ncccn2)CC1
    97	1	3	13	-2.4	-5	-3	2	4	6
(62) CCc1ccc(NC(=O)CS(=O)CC(=O)Nc2ccc(F)cc2F)cc1 (configuration not stated)
    95	0	1	13	-0.5	-4	2	-1	3	3
(63) CCn1c(=O)c2c(nc3n2CCCN3c2cccc(C)c2)n(C)c1=O
    104	1	-4	-4	-1.0	-4	4	-5	-11	7
(64) O=C(Nc1cccnc1)c1ccc(NC(=O)c2ccco2)cc1
    94	2	-3	10	-0.8	-2	-1	0	9	3
(65) CC(=O)c1c(C)[nH]c(C(=O)OCC(=O)Nc2ccc([N+](=O)[O-])cc2Cl)c1C
    87	-12	-6	8	28*	-3	-1	3	-1	-7
(66) Cc1ccc(C(=O)Nc2nc(-c3ccc4c(c3)OCCO4)cs2)o1
    100	-4	-8	3	1.2	-7	-4	6	-3	19
